Source: PubChem (Broad Institute)
EWS-Fli block: EWS/Fli-driven NR0B1 reporter inhibitors, primary screen, A673 cells, NR0B1 luciferase, luminescence, MLPCN library; AID 651661, 2012; actives 0.67% (n = 350,000); viability-normalised; inhibition, % at 12.6 µM;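 active = mean inhibition of at least 50% after viability correction, with every replicate also passing that limit; inconclusive = mean reaches 50% but only one of two replicates passes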;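 also: firefly luciferase signal divided by Alamar Blue viability fluorescence both relative to DMSO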
PAX8 reporter: inhibitors of PAX8-driven TPO luciferase reporter, primary screen, RMG-I cells, single concentration; SteadyGlo, 24 h; inhibition, % at 12.6 µM; actives 1.2% (n = 360,000); AID 652154, 2013;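 active = mean replicate inhibition at least 60% with every replicate also reaching 60%; inconclusive = only one of the two criteria is met; inactive = mean below 60% and not all replicates reaching 60%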;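 also: luciferase light reporting Pax8 driven TPO promoter activity; plate controls were median of neutral control wells for no effect and mitoxantrone controls for full effect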
ARNT-TACC3 inh: disruptors of ARNT/TACC3 protein interaction, primary screen, biochemical, AlphaScreen, single concentration; Transforming acidic coiled-coil-containing protein 3 (Homo sapiens), Q9Y6A5; AlphaScreen His-ARNT PAS-B/GST-TACC3 binding, luminescence; TACC3 fragment carries E629A point mutation; inhibition, % at 9.99 µM; actives 0.66% (n = 390,000);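 active = mean inhibition of replicates at least 50% and at least half of replicates each reaching 50%; inconclusive = half or more replicates reach 50% but mean below 50%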;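 also: 0% = complete ARNT plus TACC3 wells and 100% = ARNT alone without TACC3; many hits fall short of the cut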
XiGFP reactiv: activators of inactive X chromosome reactivation, primary screen, imaging, XiGFP fibroblasts, GFP high-content imaging, set 2. activation, % at 7.58 µM. XiGFP mouse fibroblasts, % GFP-positive cells imaging, 3 d; cells co-treated with 5-aza-dC sensitizer; scaled so ellipticine positive control = 100%. actives 0.055% (n = 360,000). AID 743238, 2013;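 active = mean normalized replicate activation at least 10% and every replicate at or above 10%; inconclusive = only one of the two criteria met; inactive = mean below 10% and not all replicates reach 10%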;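 also: 0% = median of on-plate neutral control wells and 100% = ellipticine 6 µM median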
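Assay system: SV40-immortalized XiGFP fibroblast cells, line 68-5-11; buffer or medium: DMEM plus 5-aza-dC sensitizer; compound: one concentration, pinned; timing: compounds 3 days, fix/stain 15 min at room temperature; benchmarks: positive control ellipticine, 6 µM final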
CFTR F508del cor: F508del CFTR correction, initial screen, CFBE line, single point; CFBE cells, YFP halide quenching; stimulated with forskolin plus potentiator P3; % fluorescence drop versus neutral controls; activity (quench increase), % at 7.58 µM; actives 0.36% (n = 350,000); AID 720511, 2013;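 active = mean added fluorescence quench of at least 8% versus neutral control, with both replicates also reaching 8%; inconclusive = only one of the mean or replicate conditions met; inactive = mean below 8% and not both replicates reaching 8%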;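 also: cells transiently co-express mutant CFTR-F508del with the halide-sensitive YFP; corrector assay measuring rescue of mutant channel to the surface after 24 h compound exposure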
ERp5 inh: inhibitors of ERp5-driven insulin aggregation, primary screen, biochemical, turbidity, absorbance 650 nm, single point; Protein disulfide-isomerase A6 (Homo sapiens), Q15084; 90 min; inhibition, % at 9.99 µM; actives 0.05% (n = 350,000);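 active = mean replicate inhibition above about 25%, with every replicate also reaching it, limit read from the data, passing the limit was not always enough; inconclusive = only one of those two criteria met; inactive = neither criterion met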
Target sequence (Q15084 whole entry, looked up): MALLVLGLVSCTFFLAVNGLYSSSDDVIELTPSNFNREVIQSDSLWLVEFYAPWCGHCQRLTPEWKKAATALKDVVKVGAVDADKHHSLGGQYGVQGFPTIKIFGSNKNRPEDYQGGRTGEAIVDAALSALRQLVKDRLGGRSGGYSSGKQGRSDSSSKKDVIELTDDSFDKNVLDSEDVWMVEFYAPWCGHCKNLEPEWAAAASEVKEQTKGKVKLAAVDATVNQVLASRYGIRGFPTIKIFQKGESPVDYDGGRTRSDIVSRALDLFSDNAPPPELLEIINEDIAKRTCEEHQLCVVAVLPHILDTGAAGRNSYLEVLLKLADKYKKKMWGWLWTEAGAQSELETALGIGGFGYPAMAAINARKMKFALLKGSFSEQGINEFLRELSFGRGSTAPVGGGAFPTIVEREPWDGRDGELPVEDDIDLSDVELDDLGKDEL
DENV2 CPE rescue: inhibitors of DENV2 cytopathic effect, primary screen, cell-based, plate reader, single concentration; DENV2-infected cells, cytopathic effect rescue; CPE inhibition, % at 9.99 µM; actives 1.7% (n = 350,000); AID 651640, 2012; in the data active = CPE inhibition above about 20%, passing the limit was not always enough; inconclusive = no clear call, values can overlap the other calls; tested in BHK-21 cells;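 also: 0% = median of neutral control wells and 100% = median of positive control wells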
GSIS activator: GLuc luminescence reporter in INS-1E cells, primary screen for activators of glucose-dependent secretion of insulin; activation, % at 16.6 µM; actives 0.61% (n = 370,000); INS-1E GLuc reporter insulin secretion, 2-3 h; AID 743287, 2014;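 active = lowest replicate activation of at least 40%, so every replicate reaches that level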;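 also: 0% = median of neutral control wells and 100% = median of IBMX positive control wells; some compounds called inactive have numbers as strong as hits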
Numbers without * were called inactive; ? = inconclusive; . = not tested or not shown; & = joins results of further samples.

# | SMILES | EWS-Fli block | PAX8 reporter | ARNT-TACC3 inh | XiGFP reactiv | CFTR F508del cor | ERp5 inh | DENV2 CPE rescue | GSIS activator
1 | Cc1ccc2nc(SCC(=O)N3CCN(c4ccccc4)CC3)[nH]c2c1 | -6 | -5 | 2 | 0.4 | -1.0 | 3 | 1 | -19
2 | C[C@@H]1CN([C@@H](C)CO)C(=O)c2cc(NS(=O)(=O)c3ccccc3)ccc2O[C@@H](C)CCCCO[C@@H]1CN(C)S(=O)(=O)c1cccs1 | 10 | 17 | -8 | -0.1 | -1.9 | -1 | 0 | -13
3 | CC(C)(C(=O)N1CCC1(C)C(=O)NS(=O)(=O)c1ccc(Br)cc1)c1ccccc1 (stereo not drawn) | -4 | 0 | . | 0.1 | 0.1 | 2 | -7 | 41*
4 | O=S(=O)(c1ccc(NC(=S)N/N=C/c2ccc(O)c(O)c2)cc1)N1CCOCC1 | -1 | 30 | 6 | 0.1 | 1.5 | 2 | 7 | -16
5 | O=C(Nc1cc(Cl)cc(Cl)c1)N[C@H]1CC[C@H](CCNS(=O)(=O)c2cccc(F)c2)O[C@H]1CO | 12 | 2 | . | -0.6 | 3.1 | 0 | 3 | -20
6 | COc1ccc(S(=O)(=O)N2CCCCC2)cc1NC(=O)C1CC(=O)N(Cc2ccco2)C1 (stereo not drawn) | -2 | 9 | . | 0.0 | 3.0 | 6 | -7 | 4
7 | Cc1ccc(-c2cc(C(=O)NCc3ccccn3)no2)cc1 | -38 | . | -1 | . | 1.8 | 3 | 3 | 4
8 | COc1cccc(S(=O)(=O)Nc2ccc3c(c2)C(=O)N(C)C[C@@H](OC)[C@@H](C)CN(C(=O)Cc2cccnc2)[C@H](C)CO3)c1 | 8 | 0 | -7 | 0.0 | 0.6 | 16 | 52* | 9
9 | Cc1nnc(-n2cccc2)s1 | 2 | 9 | . | 0.1 | 2.6 | 6 | 1 | 5
10 | Cn1c(=O)c2[nH]c(CCNC(=O)c3ccccc3)nc2n(C)c1=O | -5 | 8 | 0 | 0.1 | -5.0 | 4 | 4 | -4
11 | C/C=C/c1ccc(C2[C@@H]3CN(C(=O)Nc4ccccc4F)C[C@H]2N3)cc1 (stereo partly drawn) | -5&-8 | 9&12 | . | 0.2&0.0 | -3.5&-2.2 | . | ? | -12&2
12 | CCOC1(/N=C(\C)NS(=O)(=O)c2ccc(Cl)cc2)C(C)=CC(=O)C=C1C | 5 | -12 | -3 | 0.0 | -0.1 | 5 | -2 | 1
13 | NC(=O)C1CCCN(S(=O)(=O)c2ccc3ccccc3c2)C1 (stereo not drawn) | 4 | 1 | -27 | 0.0 | -2.5 | 6 | -7 | 1
14 | O=C(/C=C1\OCc2ccccc21)OCc1ccccc1 | -68 | -244 | . | -0.1 | -0.6 | 2 | -13 | -12
15 | COc1ccc(OC)c(S(=O)(=O)Nc2ccc(OCC(=O)O)cc2)c1 | -3 | 6 | . | 0.0 | -0.7 | 5 | 4 | 35
16 | COc1ccc(S(=O)(=O)N2CCN(C)CC2)cc1 | 5 | 1 | -5 | 0.1 | 0.2 | -1 | 18 | -18
17 | CO[C@H]1CN(C)C(=O)c2ccc(NC(=O)Nc3c(C)noc3C)cc2OC[C@H](C)NC[C@@H]1C | -3 | . | . | 0.2 | 0.9 | 4 | ? | 13
18 | COc1ccc(NC(=O)COC(=O)c2ccc(S(=O)(=O)N(C)c3ccccc3OC)cc2)cc1 | -4 | -7 | -5 | -0.1 | -2.6 | 3 | 8 | -3
19 | CCCN1CCN(C(=O)c2ccc(F)c(S(=O)(=O)N3CCOCC3)c2)CC1 | -6 | -9 | -7 | -0.1 | -2.2 | -12 | . | 7
20 | C[C@H](CO)N1C[C@H](C)[C@@H](CN(C)C(=O)C2CCCCC2)OCCCC[C@H](C)Oc2ccc(NS(=O)(=O)c3ccc(Cl)cc3)cc2C1=O | -11 | 88* | -3 | 0.1 | 1.3 | 3 | 3 | -10
21 | Cc1cc(N2CCN(Cc3cn(C)nc3-c3ccccc3F)CC2)cc(C)n1 | 36 | 15 | -10 | 0.0 | ? | -4 | -4 | 2
22 | Cc1cccc(NC(=O)CN2C(=O)NC3(CCCC3)C2=O)n1 | -5 | -1 | 3 | 0.0 | -1.4 | -7 | -4 | 20
23 | Cc1ccc(C)c(OCCC(=O)OCC(=O)NCCc2ccc(S(N)(=O)=O)cc2)c1 | 1 | . | -6 | -0.2 | 3.3 | -2 | 1 | 1
24 | COc1ccc(S(=O)(=O)N(C)C)cc1NC(=O)Cc1c[nH]c2ccccc12 | 17 | 17 | 14 | 0.0 | -0.1 | -4 | 0 | 1
25 | CCCCc1nnc(NC(=O)CCS(=O)(=O)c2ccc(Cl)cc2)s1 | -23 | 77* | 5 | 0.4 | -7.6 | 10 | -4 | 4
26 | CO[C@H]1CN(C)C(=O)c2ccc(NC(C)=O)cc2OC[C@@H](C)NC[C@@H]1C | 4 | . | -1 | 0.0 | 0.4 | -2 | 5 | 7
27 | CC(C)NC(=O)N(C)C[C@H]1Oc2ccc(NC(=O)C3CC3)cc2CC(=O)N([C@H](C)CO)C[C@@H]1C | -10 | -3 | -3 | -1.5 | -1.0 | -3 | -11 | 14
28 | C[C@@H]1CN([C@@H](C)CO)C(=O)c2cc(NS(=O)(=O)c3ccccc3)ccc2O[C@@H]1CN(C)CC1CC1 | -9 | -7 | -1 | -1.2 | 0.2 | 0 | -1 | -4
29 | Cc1ccc(S(=O)(=O)Nc2ccc3c(c2)C(=O)N([C@@H](C)CO)C[C@@H](C)[C@H](CN(C)C(=O)Cc2ccccc2)OCCCC[C@@H](C)O3)cc1 | -12 | -23 | 9 | 0.2 | 0.9 | 1 | 2 | 7
30 | CCN(CC)C(=O)NC1CCCCCCC1 | 3 | 27 | -3 | 0.0 | 5.4 | -3 | -1 | -4

Continued.
# | SMILES | EWS-Fli block | PAX8 reporter | ARNT-TACC3 inh | XiGFP reactiv | CFTR F508del cor | ERp5 inh | DENV2 CPE rescue | GSIS activator
31 | Cc1cccc(C(=O)Nc2ccc(O)cc2C(=O)O)c1 | 6 | 9 | 2 | 0.6 | -2.9 | -2 | 4 | 4
32 | CC(C)Cc1nnc(NC(=O)CCC(=O)NCCc2ccc(Cl)cc2)s1 | -12 | -7 | 1 | 0.0 | -1.0 | 0 | -5 | 26
33 | CCC(Oc1ccccc1)C(=O)NC1CCSC1=O (stereo not drawn) | -7 | 16 | 5 | 0.0 | -0.5 | 4 | . | -2
34 | NC(=O)C(=O)N/N=C/c1c(F)c(F)c(F)c(F)c1F | -4 | -3 | -5 | 0.1 | -2.8 | -3 | 9 | 20
35 | CO[C@@H](CN(C)S(=O)(=O)c1cccc(Cl)c1)[C@@H](C)CN([C@H](C)CO)S(=O)(=O)c1ccc(Cl)cc1 | 3 | 6 | 3 | 0.0 | -0.2 | -5 | 0 | -20
36 | Cc1cc(C)n(C2CC(=O)N(c3cc(Cl)cc(Cl)c3)C2=O)n1 (stereo not drawn) | 3 | 3 | 15 | 0.4 | 1.3 | -5 | -1 | -12
37 | C[C@@H]1CN([C@@H](C)CO)S(=O)(=O)c2ccc(C#Cc3ccncc3)cc2O[C@H]1CN(C)C(=O)C1CCCCC1 | 13 | ? | 12 | -1.1 | 1.5 | 5 | -8 | -14
38 | C[C@@H]1CN([C@@H](C)CO)C(=O)Cc2cc(NC(=O)CCCCCC(=O)Nc3ccccc3N)ccc2O[C@@H]1CN(C)Cc1ccc(C(F)(F)F)cc1 | 34 | 90* | 4 | -0.6 | 3.0 | -2 | 96* | 15
39 | CCC(=O)Nc1ccc2c(c1)OC[C@@H](C)N(C(=O)Cc1cccnc1)C[C@@H](C)[C@@H](OC)CN(C)C2=O | -4 | -4 | -6 | 0.5 | 1.3 | -8 | 2 | 9
40 | CCC(=O)N1[C@@H](CO)[C@@H](c2ccccc2)C12CN(C(=O)Nc1ccccc1F)C2 | 2 | -13 | . | 0.0 | 1.0 | -1 | -5 | -1
41 | COc1ccc(NC(=O)N2C[C@@H]3[C@H](c4ccccc42)[C@@H](CO)N3C(=O)C2CCCCC2)cc1 | -3 | -16 | -10 | 0.0 | 0.8 | 5 | 6 | 4
42 | C[C@@H]1CN([C@@H](C)CO)C(=O)Cc2cc(NS(=O)(=O)c3ccc(F)cc3)ccc2O[C@H]1CN(C)S(=O)(=O)c1cccs1 | -10 | -19 | 7 | -1.2 | -0.9 | -7 | -3 | 2
43 | Cc1cnc(NC(=O)CSc2ccccc2)s1 | -15 | . | 1 | . | 2.5 | -3 | 4 | -4
44 | COC(=O)c1ccc(C(=O)OC)c(NC(=S)N2CCOCC2)c1 | -2 | -18 | -3 | 0.4 | -0.5 | 4 | -7 | 1
45 | Nc1[nH]c(C(=O)c2ccccc2)c(-c2ccc(Cl)cc2)c1C(=O)c1c[nH]c2ccc(F)cc12 | -9 | -9 | . | 0.0 | 1.2 | 0 | -13 | -9
46 | O=S(=O)(c1ccc(Cl)cc1)N1CCN(S(=O)(=O)N2CCCCCC2)CC1 | -2 | 2 | 1 | 0.0 | 1.2 | 1 | -2 | -2
47 | COCCNc1nnc(SCC(=O)Nc2sc3c(c2C(=O)c2ccccc2)CCCC3)s1 | 12 | 22 | . | -0.1 | . | 6 | 3 | .
48 | CSc1nc(C)c(CCO)c(=O)[nH]1 | -6 | -7 | -4 | 0.1 | 0.2 | -7 | -4 | -1
49 | O=C(CC1S/C(=N/N=C2CCCCCC2)NC1=O)Nc1ccc(Br)cc1F (stereo not drawn) | 5 | 2 | 6 | 0.2 | 0.7 | -3 | -2 | -42
50 | CN(C)C(=O)Oc1ccc[n+](C)c1 | 3 | 0 | -4 | 0.1 | -0.1 | 3 | -4 | 5
51 | COc1ccc(NC(=O)Nc2ccc3c(c2)C(=O)N([C@@H](C)CO)C[C@@H](C)[C@@H](CN(C)S(=O)(=O)c2ccc(OC)cc2)O3)cc1 | 3 | -14 | 7 | 0.1 | -1.9 | -4 | ? | 5
52 | CCNC(=S)N=Nc1c(O)[nH]c2ccc([N+](=O)[O-])cc12 | 7 | -4 | 36 | 0.1 | 0.0 | -10 | . | 1
53 | O=C(C[C@H]1C[C@H]2c3cc(NC(=O)c4cccnc4)ccc3O[C@H]2[C@@H](CO)O1)NCc1ccncc1 | 8 | . | -6 | -0.1 | 0.9 | 7 | -6 | -4
54 | CCN1CCN(C(=O)C(C)Sc2nc3nc(C)cc(C)n3n2)CC1 (stereo not drawn) | 4 | . | -7 | 0.0 | -1.5 | 2 | 0 | .
55 | COc1ccc(C(=O)NCC(=O)OCc2csc(-c3ccccc3)n2)cc1 | -37 | 50 | . | -0.1 | 0.6 | 1 | . | -4
56 | CCCNC(=O)N1CC(=O)N2[C@H](CO)[C@H](c3ccc(C#Cc4cccc(F)c4)cc3)[C@@H]2C1 | -5 | -7 | . | 0.1 | -1.2 | -1 | 16 | -16
57 | CCC(=O)N1CC2(C1)[C@@H](c1ccc(C3=CCCC3)cc1)[C@@H](CO)N2C(=O)COC | -5 | -1 | . | 0.2 | -0.9 | -1 | 7 | -2
